MT1-MMP txn act: MT1-MMP promoter transcription activation | activation factor at 10 µM | HT1080 MT1-MMP promoter luciferase reporter, luminescence, overnight; stronger effect = higher value | hit rate 0.16% among 86,000;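 active = activation factor of at least 2 for MT1-MMP transcription at 10 µM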
ERb SRC1 inh: ER-beta (human) coactivator binding inhibition. TR-FRET ER-beta LBD / SRC1-Cy5 peptide binding; receptor agonist-loaded with 1 µM estradiol. Q92731. hit rate 1.3% among 86,000. AID 633. inhibition, % at 25.6 µM;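 active = compounds whose percent inhibition of the receptor-coactivator binding signal exceeds about 50% in the single-dose screen, limit read from the data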;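 also: 0% = receptor plus peptide wells without compound and 100% = peptide-only wells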
Target sequence (Q92731 whole entry, looked up, the tested form may be a part): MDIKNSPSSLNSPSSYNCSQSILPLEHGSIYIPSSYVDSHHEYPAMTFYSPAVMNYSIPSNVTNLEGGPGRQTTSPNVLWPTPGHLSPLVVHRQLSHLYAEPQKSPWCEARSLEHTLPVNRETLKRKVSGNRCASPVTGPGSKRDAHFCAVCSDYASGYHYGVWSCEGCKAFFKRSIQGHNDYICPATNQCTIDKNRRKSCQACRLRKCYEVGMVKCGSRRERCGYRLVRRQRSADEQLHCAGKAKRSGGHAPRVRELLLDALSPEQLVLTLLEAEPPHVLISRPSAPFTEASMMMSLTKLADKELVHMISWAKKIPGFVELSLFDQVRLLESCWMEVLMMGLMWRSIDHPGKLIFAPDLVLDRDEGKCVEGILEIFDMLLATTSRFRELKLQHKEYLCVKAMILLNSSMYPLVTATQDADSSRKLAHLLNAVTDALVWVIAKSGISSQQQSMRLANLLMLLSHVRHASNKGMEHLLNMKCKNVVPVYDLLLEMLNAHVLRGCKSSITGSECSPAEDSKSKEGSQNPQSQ
Ecoli WT expand: blocks growth of wild type E. coli BW25113. OD600 absorbance. growth inhibition, % at 100 µM. hit rate 0.15% among 98,000;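 active = growth inhibition above about 50% at one test dose, limit read from the data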;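 also: growth measured after 20 h incubation at 37 °C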
ERa coact inh: ER-alpha (human) coactivator binding inhibition | TR-FRET ER-alpha LBD / SRC-1 peptide, estradiol-bound | inhibition, % at 25.6 µM | hit rate 1.7% among 86,000 | AID 629; in the data active = inhibition above about 50%;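 also: 0% = receptor plus peptide control and 100% = peptide only without receptor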
ERa coact pot: ER-alpha (human) coactivator binding potentiation; P03372; TR-FRET ERalpha-LBD/SRC-Cy5 coactivator binding, 2 h; 100 = basal binding, no effect; coactivator binding (% of control), % at 25.6 µM; hit rate 1.3% among 86,000; in the data active = activity above about 200%;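 also: binding measured in presence of low estradiol as agonist stimulus; 0% = peptide alone without receptor and 100% = receptor with peptide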
CD11b adhes enh: increases human CD11b/CD18 adhesion to fibrinogen; K562 CD11b/CD18 adhesion to fibrinogen, ATPlite luminescence; AID 1499; hit rate 0.07% among 93,000; activation, % at 10 µM;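 active = 10 µM primary screen giving 50% or more activity, confirmed by 40% or more on retest at that dose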; also: strong numbers were not always called active; reference of the scale not given here
CD11b adhes inh: blocks human CD11b/CD18 adhesion to fibrinogen. K562 CD11b/CD18 adhesion to fibrinogen, ATPlite luminescence; Mn2+ added to activate the integrin. hit rate 0.54% among 93,000. inhibition, % at 10 µM;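 active = primary inhibition of 50% or more at 10 µM, then 40% or more on retest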; also: some results filed as inactive read as strong as hits
PLAP act: human PLAP activation | purified PLAP enzyme, luminescent substrate read-out; stronger effect = higher value | activation fold at 20 µM | hit rate 1.2% among 96,000 | AID 696; in the data active = activation fold above about 2
FAK inh: FAK (human) kinase inhibition; Q05397; biochemical FAK kinase activity assay; inhibition, %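 (tested at 7 µM)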; hit rate 0.84% among 97,000; AID 727; in the data active = inhibition above about 19%;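 also: 0% = DMSO and 100% = reference compound high control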
The depositor's hits bear a star; nt = not tested or not shown; [ ] = dose if it differs, or a comment.

Compound,MT1-MMP txn act,ERb SRC1 inh,Ecoli WT expand,ERa coact inh,ERa coact pot,CD11b adhes enh,CD11b adhes inh,PLAP act,FAK inh
CN(CC(=O)Nn1cnnc1)S(=O)(=O)c1ccccc1,1.2,-4[fluorescence artefact?],6,4[fluorescence artefact?],131,-3,-5,0.9,0
Cc1c(Br)cc(C(=O)NCc2ccco2)c(C)c1C,1.2,24,7,51*,99,1,0,0.9,nt
Nc1c(C(=O)Nc2ccccc2)sc2nc3c(c(-c4ccco4)c12)CCCC3,1,16[fluorescence artefact?],-2,14[fluorescence artefact?],133,nt,nt,0.8,1
Cc1nnc(SCC(=O)c2c(N)n(C)c(=O)n(C)c2=O)[nH]c1=O,1.3,3[fluorescence artefact?],nt,-3,102,-5,-13,1,nt
COc1ccc(N(Cc2cc3ccc(C)cc3[nH]c2=O)C(=O)c2ccco2)cc1,1,18,-5,15[fluorescence artefact?],96[fluorescence artefact?],-4,-14,0.9,5
Cc1ccc2cc(CN(Cc3ccco3)C(=O)c3ccccc3)c(=O)[nH]c2c1C,1.1,23,-1,24[fluorescence artefact?],121[fluorescence artefact?],-2,-21,0.8,0
CCOC(=O)c1cccc(NC(=O)C2CCCN(S(=O)(=O)c3c(C)nn(C)c3C)C2)c1 (stereo unspecified),1,-6[fluorescence artefact?],-5,1,149,5,-4,1.6,-4
Cc1cccc(NC(=O)CSc2nnc(-c3ccco3)c(-c3ccco3)n2)c1C,1.2,77*[fluorescence artefact?],-14,74*[fluorescence artefact?],32[fluorescence artefact?],nt,nt,1.1,10
C=CCOC(=O)C1=C(C)NC(SCC(=O)OCC)=C(C#N)C1c1ccc(C)cc1 (stereo unspecified),1.2,13,-10,-5,74,nt,nt,1.1,-5
Cc1cc(Cl)ccc1OCCCC(=O)NC1CCN(C)CC1,1.1,-4,10,-5,124,-3,-3,1.2,nt
c1ccc(COc2ccc(CNn3cnnc3)cc2)cc1,1.3,-1,9,-6,109,3,-2,1,5
O=C(O)CCc1ccc(-c2ccccc2)n1Cc1ccco1,1,14,19,19,91,-4,13,1.7,-2
Brc1ccccc1-c1nnc(CSc2nncn2-c2ccccc2)o1,1.1,nt,-1,nt,nt,-3,3,1.4,-1
COc1ccc(CNc2nc(SC)n[nH]2)cc1OC,1.1,-9,4,-5,120,2,-2,1.2,0
COc1ccc(C(C)N2CC34C=CC(O3)C(C(=O)O)C4C2=O)cc1 (stereo unspecified),1.2,-3,2,-4,114,1,-11,1,-1
CC(C)NS(=O)(=O)c1ccc(NC(=O)C2CCCCC2)cc1,0.9,-5,-6,-12,112,1,-27,0.8,0
CCOC(=O)c1ccc(NC(=O)CC2C(=O)N(c3ccc(F)cc3)C(=O)N2CCCOC)cc1 (stereo unspecified),1.1,nt,4,nt,nt,1,2,1.5,0
Cc1ccccc1C(=O)NC(=S)Nc1ccc(S(=O)(=O)N2CCN(C)CC2)cc1,nt,nt,0,nt,nt,-1,-4,1.2,-3
NC(=O)C1CCCN(C(=O)NC2CCCCC2)C1 (stereo unspecified),1.1,-10,6,-6,107[fluorescence artefact?],0,4,1,1
CCOC(=O)N1CCN(c2nc(C)c3c(n2)CCCC3=O)CC1,1.2,-13,6,-1,110,-1,-2,1.4,5
CCOC(=O)N1CCN(S(=O)(=O)c2ccc(OC)c(Cl)c2)CC1,1.1,-7,1,17,97,3,-24,1.4,-1
COc1ccc(S(=O)(=O)N(Cc2ccc(OC)c(OC)c2)Cc2ccco2)cc1,1.2,-2[fluorescence artefact?],-13,1,102,1,-8,1.5,0
CC1(C)CC(=O)C2=C(C1)N(Cc1ccccc1)C(=O)C2(O)C(F)(F)F (stereo unspecified),1.1,-2,6,-6,105,0,-5,1.1,2
Cn1ncc(Cl)c1C(=O)Nc1sc2c(c1C(N)=O)CCC2,1.2,16,nt,7,118[fluorescence artefact?],nt,nt,nt,12
CCCCCOc1ccc(CSC(=N)N)cc1[N+](=O)[O-],nt,nt,100*,nt,nt,-3,4,0.7,9
CCOCCCNC(=O)CCNC(=O)c1cc(OC)c(OC)c(OC)c1,1.1,19,2,24,99,-2,-3,1,0
Cc1ccc2oc(=O)c3cnn(CC(=O)N4CCN(c5ccccc5)CC4)c3c2c1,nt,-2,4,-5,106,1,-11,0.9,1
COc1ccc(-c2nc(C#N)c(N3CCN(c4cccc(Cl)c4)CC3)o2)cc1OC,1.1,4[fluorescence artefact?],nt,6,106,6,6,1.7,nt
O=C(Nc1ccc(-n2cnnn2)cc1)C1CCCCC1,1.2,-11,1,-6,107,-2,-13,1.3,1
CCOC(=O)C(NCc1ccc2c(c1)OCO2)(NC(=O)c1ccccc1)C(F)(F)F (stereo unspecified),1.1,-7,8,11,94,nt,nt,0.9,-4
c1cc2c(cc1C1CCCN1)OCCCO2 (stereo unspecified),1.1,24,-3,1,104,-4,-8,0.8,2
Cn1cc(Cl)c(C(=O)OCC(=O)Nc2nc(-c3ccc(Br)cc3)cs2)n1,1.2,5,nt,-1,92,nt,nt,nt,1
CCOc1ccc(N(CC(=O)OC)S(=O)(=O)c2c(C)noc2C)cc1,1.1,-3,-3,-3,103,-3,-9,1,0
Cc1cc(C(F)F)nn1CC(=O)NCc1ccc(Cl)cc1Cl,1.1,-3,nt,-2,125,nt,nt,nt,3
O=C(CSc1ncccn1)NCCc1ccccc1,1.1,-4,-7,0,119[fluorescence artefact?],-1,6,1,nt
COC(=O)c1cc(NC(=O)Cc2ccc(OC)c(OC)c2)cc(C(=O)OC)c1,1.2,-14,0,-6,106[fluorescence artefact?],4,-14,1.1,5
COc1ccc(N2C(=O)C(Cl)=C(N(CCO)Cc3ccccc3)C2=O)cc1,1.1,-1,1,-8,121,-6,0,1.3,-1
CC1=Nc2ccccc2/C1=C/c1sc(=O)n(CC(=O)N2CCCC2)c1O,nt,nt,-1,nt,nt,5,9,1,-6
Cc1ccccc1CNS(=O)(=O)c1ccc2c(c1)OCCO2,1.2,-12[fluorescence artefact?],nt,0,112,nt,nt,nt,10
CC(OC(=O)CCCc1nc2ccccc2s1)C(N)=O (stereo unspecified),1.2,-1,1,-8,103,1,8,0.9,0
O=C(O)C1C2CCC(O2)C1C(=O)NCCC1=CCCCC1 (stereo unspecified),1.2,-19,-3,-19,114,-1,2,1,1
Cc1cc(C)n2nnnc2c1C#N,1.1,0,4,0,98,3,-30,0.9,-2
CCOC(=O)Cn1c(=O)oc2cc(S(=O)(=O)N(CCN(C)C)Cc3ccccc3)ccc21,1.2,-18,-5,1,115,0,-6,1.3,-1
Cc1nc2c(C(=O)NCCC3=CCCCC3)c[nH]n2c(=O)c1Cl,1,nt,12,nt,nt,2,8,1.3,-3
CCOc1ccccc1NC(=O)Cc1ccccc1OC,1.3,-3,9,-13,106,-5,-4,0.7,2
Cc1ccc2c(C)nc(Nc3ncc4c(n3)CCCC4=O)nc2c1,1,8,nt,5,123,nt,nt,nt,1
Cc1ccc2[nH]c3c(c2c1)CCCC3=O,1.2,-1,9,-6,92,-2,2,1,5
CC(C)n1c(SCCCc2ccccc2)nc2c1c(=O)[nH]c(=O)n2C,1.1,nt,0,nt,nt,-2,-4,0.9,0
CCc1nc(SCC(=O)c2ccc3c(c2)OCCO3)c2ccccc2n1,nt,nt,-13,nt,nt,3,22,1.2,22*
CC(Sc1nc(-c2ccccc2)cc(C(F)(F)F)n1)C(=O)NCCN1CCOCC1 (stereo unspecified),1.1,-7,9,0,106,1,1,1.5,-5
N#Cc1cn(-c2ccccc2)nc1-c1cc2ccccc2oc1=O,1.3,-10[fluorescence artefact?],1,0[fluorescence artefact?],212*[fluorescence artefact?],-1,-1,0.8,2
C/C(=C\C(=O)c1ccc(F)cc1)NCc1ccc2c(c1)OCO2,nt,nt,5,nt,nt,-5,25,1,-3
c1ccc(-n2nnnc2NC2CCCCCC2)cc1,nt,nt,3,nt,nt,0,-41,0.8,10
O=C(Cn1c(NCCCO)nc2ccccc21)c1ccco1,1.3,-4,2,-7,107,-3,-6,0.9,-5
Cc1ccc(NC(=O)CSc2nnc(-c3ccccc3C)o2)cc1C,1.1,-5,-14,-6,107,0,-8,0.8,2
CC(C)C(c1nnnn1Cc1ccco1)N1CCN(C2CCCC2)CC1 (stereo unspecified),1.1,10,3,-2,102,-4,5,1.2,4
COC(=O)[C@H](C)NC(=O)Nc1cccc(C)c1,1.1,-13,-2,-2,112[fluorescence artefact?],-5,7,1,-6
CCOC(=O)CN1CC23C=CC(O2)C(C(=O)Nc2ccc(F)c(C)c2)C3C1=O (stereo unspecified),nt,16,-13,9,109,-2,-3,1.7,0
Cc1ccc(CN2C(=O)CCC2C(=O)NCC2CCCO2)cc1 (stereo unspecified),1.1,-4,2,-7,105,2,-20,0.7,1
O=C(CCn1c(=O)[nH]c2ccsc2c1=O)N1CC(=O)N(CCc2ccccc2)C(=O)C1,1.5,-4,3,1,111,0,5,1.1,1

Continuation.
Compound,MT1-MMP txn act,ERb SRC1 inh,Ecoli WT expand,ERa coact inh,ERa coact pot,CD11b adhes enh,CD11b adhes inh,PLAP act,FAK inh
Cc1ccc(-c2nnn(Cc3nc(N)nc(N4CCOCC4)n3)n2)cc1,1.2,-1,-13,-1,95,-7,6,0.9,nt
Cc1ccc(N(CC(=O)NCc2ccc(F)cc2)S(=O)(=O)c2cccs2)cc1,1.2,5[fluorescence artefact?],-9,11[fluorescence artefact?],102,-1,12,1,0
O=C(CN1C(=O)c2ccccc2S1(=O)=O)NCc1ccc2c(c1)OCO2,1.2,-11[fluorescence artefact?],nt,-9,90,nt,nt,nt,1
CCCCN(C)CCCNC(=O)c1ccc(N2CCCC2=O)cc1,1.2,-10,7,-2,124,nt,nt,0.8,1
Cc1cccc(CC2S/C(=N/c3ccccn3)NC2=O)c1 (stereo unspecified),1.1,-19[fluorescence artefact?],nt,-15,127[fluorescence artefact?],nt,nt,nt,1

Screening data (PubChem BioAssay)
